Source: PubChem BioAssay (several laboratories)
dFosB activator – activators of delta FosB homodimer, primary screen, biochemical, fluorescence polarization, TAMRA-CDK5 oligo, single point; purified delta FosB; percent of positive-control signal above neutral wells; activation, % at 25 µM; actives 0.99% (n = 340,000); AID 493131, 2011;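 active = mean activation above about 17%, with every replicate also reaching it, limit read from the data, passing the limit was not always enough; inconclusive = only one of the two conditions met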;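 also: fluorescence polarization rise as delta FosB binds a TAMRA Cdk5 AP-1 oligo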
V-ATPase pHluor – regulators of yeast V-ATPase proton pumping, primary screen, pHLuorin cytosolic pH fluorescence | S. cerevisiae | response, % at 10 µM | actives 0.37% (n = 350,000); in the data active = response mostly above about 7.3%, no sharp cut-off; inactive = mostly below about 5.4%; also: actives read high; inactives centre near 0; some compounds called inactive have numbers as strong as hits; reference of the scale not given here
SR-BI DiI inh – inhibitors of SR-BI mediated HDL lipid uptake, primary screen, ldlA[mSR-BI] cells, fluorescence, single point; ldlA[mSR-BI] CHO cells, DiI-HDL uptake fluorescence, 3 h; inhibition, % at 12.5 µM; actives 0.96% (n = 320,000); AID 488896, 2010;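 active = mean replicate inhibition of at least 70% and a set share of replicates each scoring 70 or more; inconclusive = meets just one of the two criteria; inactive = fails both criteria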;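 also: 0% = median of neutral control wells and 100% = median of positive control wells; values of inactives mirror those of a sister screen read the other way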
Target sequence (Q61009 whole entry, looked up): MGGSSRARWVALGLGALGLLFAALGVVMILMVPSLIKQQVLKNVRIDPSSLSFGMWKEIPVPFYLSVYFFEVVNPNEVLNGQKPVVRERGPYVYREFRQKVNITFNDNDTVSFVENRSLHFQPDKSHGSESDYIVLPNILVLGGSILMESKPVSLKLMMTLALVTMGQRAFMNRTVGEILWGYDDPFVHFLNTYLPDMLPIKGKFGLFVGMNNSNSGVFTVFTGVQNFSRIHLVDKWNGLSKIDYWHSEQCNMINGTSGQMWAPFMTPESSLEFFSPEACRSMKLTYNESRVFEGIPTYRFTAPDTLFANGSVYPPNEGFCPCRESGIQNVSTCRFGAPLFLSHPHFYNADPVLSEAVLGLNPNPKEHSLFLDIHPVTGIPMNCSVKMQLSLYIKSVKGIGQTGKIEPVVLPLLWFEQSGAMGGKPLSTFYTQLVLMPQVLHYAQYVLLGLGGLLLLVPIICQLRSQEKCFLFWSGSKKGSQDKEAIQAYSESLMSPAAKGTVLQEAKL
NSD2 HMT inh – NSD2 histone methyltransferase inhibitors, primary screen, biochemical, AlphaScreen, single concentration, set 2. Histone-lysine N-methyltransferase NSD2 (Homo sapiens), O96028. NSD2 peptide methylation, 120 min. inhibition, % at 12.5 µM. actives 0.54% (n = 310,000). AID 743445, 2014; in the data active = inhibition above about 50%
HTR5A ag ctr – HTR5A agonists in luminescence cell assay, primary screen, counter-screen for OPRM1-OPRD1 heterodimer agonist project, full-deck HTS. 5-hydroxytryptamine receptor 5A (Homo sapiens), P47898. cell-based. activation, % at 9.3 µM. actives 0.61% (n = 340,000). AID 504692, 2011; in the data active = activation mostly above about 9.5%, no sharp cut-off; inactive = mostly below about 7.6%;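 also: 0% = cells with vehicle only and 100% = reference agonist; strong numbers were not always called active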
Target sequence (P47898 whole entry, looked up): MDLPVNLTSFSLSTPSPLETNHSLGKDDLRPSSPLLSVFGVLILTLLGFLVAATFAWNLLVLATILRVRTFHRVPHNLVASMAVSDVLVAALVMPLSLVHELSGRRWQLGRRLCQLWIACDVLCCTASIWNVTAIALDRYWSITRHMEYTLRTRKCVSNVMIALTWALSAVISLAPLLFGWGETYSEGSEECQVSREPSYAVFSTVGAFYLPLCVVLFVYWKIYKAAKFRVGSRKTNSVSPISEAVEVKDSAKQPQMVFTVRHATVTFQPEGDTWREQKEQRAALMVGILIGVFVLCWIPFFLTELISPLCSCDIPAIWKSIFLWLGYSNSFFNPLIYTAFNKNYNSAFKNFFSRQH
Wnt act – Wnt/beta-catenin pathway activators, primary screen, cell-based, plate reader, single point; Wnt/beta-catenin reporter cell assay, activator; activation, % at 9.35 µM; actives 1.2% (n = 300,000); in the data active = activation above about 30%, passing the limit was not always enough; inconclusive = no clear call, values can overlap the other calls;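 also: 0% = neutral control wells and 100% = positive control wells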
HTR5A inv ctr – HTR5A inverse agonists in luminescence cell assay, primary screen, counter-screen for OPRM1-OPRD1 heterodimer inverse agonist project, full-deck HTS; HTR5A cell line, inverse agonism; inhibition, % at 9.3 µM; actives 0.083% (n = 340,000); AID 504634, 2011; in the data active = inhibition mostly above about 23%, no sharp cut-off; inactive = mostly below about 18%;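 also: 0% = cells with DMSO and 100% = no-cell wells with DMSO; some compounds called inactive have numbers as strong as hits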
PvdQ inh – P. aeruginosa PvdQ acylase inhibitors, primary screen, biochemical, fluorescence, plate reader and imaging, single point; PvdQ acylase [Pseudomonas aeruginosa LESB58]; purified PvdQ acylase; inhibition, % at 10 µM; actives 0.063% (n = 340,000); AID 488965, 2010; in the data active = inhibition above about 30%, passing the limit was not always enough; inconclusive = no clear call, values can overlap the other calls;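 also: 0% = vehicle neutral wells and 100% = reference inhibitor wells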
CDK5 inh – inhibitors of human CDK5/p35 kinase, primary screen, biochemical, single concentration; Cyclin-dependent kinase 5 (Homo sapiens) + Cyclin-dependent kinase 5 activator 1 (Homo …; Recombinant CDK5/p35, ADP-Glo luminescence, 60 min; inhibition, % at 10 µM; actives 0.01% (n = 330,000);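 active = highest replicate inhibition of at least 50% and at least 75% of replicates reaching 50%; inconclusive = only one of the two criteria met; inactive = both criteria failed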;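 also: plate controls were DMSO neutral control for no effect and GW8510 at 10 µM for full effect; many of its hits are not listed in these tables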
MITF act – activators of MITF-driven TRPM1 promoter reporter, primary screen, cell-based, SK-MEL-5, luciferase, single point | SK-MEL-5 TRPM1-promoter luciferase, 24 h; % of positive control, neutral wells = 0 | activation, % at 12.5 µM | actives 0.75% (n = 300,000) | AID 588334, 2011;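 active = mean activation of at least 80% with every replicate also reaching 80%; inconclusive = mean reaches 80% but some replicate falls short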;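 also: 0% = neutral control wells and 100% = parthenolide positive control wells; values of inactives mirror those of a sister screen read the other way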
The depositor's hits bear a star; ? = inconclusive; . = not tested or not shown.

SMILES	dFosB activator	V-ATPase pHluor	SR-BI DiI inh	NSD2 HMT inh	HTR5A ag ctr	Wnt act	HTR5A inv ctr	PvdQ inh	CDK5 inh	MITF act
COc1ccccc1N1CCN(C(=O)C2CCCN(S(=O)(=O)c3ccc4c(c3)CCCN4C(C)=O)C2)CC1 (centres undefined)	-3	-2	-23	-6	3	-6	-10	-15	-2.6	-11
COc1ccc(CNC(=O)COC(=O)c2ccc(OCc3c(C)noc3C)cc2)cc1OC	2	-2	-40	-1	-1	-3	-4	9	1.7	-1
COc1ccc2nc(C)c(C(=O)NN)cc2c1	1	0	-28	.	5	.	-6	-6	-0.6	9
C=C(C)CN(CC)Cc1c(C(=O)N(C)CCCC)nc2ccccn12	0	-6	.	1	-2	-3	8	7	0.7	4
CCn1c(=O)c(C(=O)Nc2ncccc2C)c(O)c2ccccc21	-34	-1	3	0	16*	-4	-43	-8	0.0	11
N#Cc1nc(COc2ccccc2F)oc1N1CCCCCC1	-2	-3	26	-2	3	11	0	-1	-1.6	49
COc1cc(/C=C2\SC(=Nc3ccccc3)N(CCc3c[nH]c4ccccc34)C2=O)ccc1OC(C)C(=O)O (centres undefined)	-17	2	23	6	-1	.	2	9	0.3	-6
Cc1cc(NC(C)C)n2c(nc3ccccc32)c1C#N	0	-4	-16	7	2	-2	8	18	0.4	-6
Cc1cnc(C(=O)OCC(=O)N(C(C)C)C(C)C)cn1	-2	0	-12	0	0	.	0	1	-2.8	11
COc1ccc(NC(=S)NCCCc2ccccc2)cc1	-1	-1	-23	1	3	.	-11	-19	-2.5	-1
COc1ccc(NC(=O)Nc2cccc(C)n2)cc1	-9	0	.	.	1	21	-2	-13	0.6	68
COCc1cc(C)nc2sc(C(=O)Nc3ccc(OC)cc3)c(N)c12	-5	-3	37	-1	0	5	0	-8	-0.1	.
S=c1[nH]nc(Cc2cccs2)n1-c1ccccc1Cl	-3	-1	-10	4	-4	-1	12	9	-1.8	-4
Cc1cc(C)c(C(=O)C(C)OC(=O)Cn2cnc3c2c(=O)n(C)c(=O)n3C)cc1C (centres undefined)	-6	0	-26	0	1	0	6	-10	-0.5	-4
COc1ccccc1CCN=C(N)NS(=O)(=O)c1cccs1	-4	-7	3	-3	2	-7	-3	-13	-0.7	3
CCCN1CCN(S(=O)(=O)c2ccc3c(c2)CCC(=O)N3)CC1	6	-1	-18	0	3	-1	-8	-13	-1.2	-4
Cc1ccc(C(=O)OC(C)C(=O)NC2CCCCC2)cc1S(=O)(=O)N1CCCCC1 (centres undefined)	-9	0	53	-2	-5	-2	11	-3	-8.8	3
Oc1ccc(NCc2cccc(OCc3ccc(F)cc3)c2)cc1	-28	0	7	59*	8	2	-14	-1	-4.6	-11
C=C1C[C@@]23CCC4[C@@](C)(CCC[C@@]4(C)C(=O)OC)C2CC[C@]1(OC(C)=O)C3 (some centres undefined)	-4	-4	-35	.	-2	-6	-33	6	-0.9	-10
O=[N+]([O-])c1cnc(Nc2ccc(Cl)cn2)c([N+](=O)[O-])c1	2	2	3	1	-1	1	3	8	0.8	.
Cc1onc(NC(=O)c2ccc([N+](=O)[O-])o2)c1Br	7	-1	6	-1	1	16	-10	-12	0.7	.
Oc1c(N=NC(=S)Nc2ccccc2F)c2ccccc2n1Cc1cccc(Cl)c1	6	-1	13	2	0	-1	-4	-12	-1.2	-12
COc1ccc(-c2c(C)nn3c(N4CCC(C(=O)NCCN(C)C)CC4)cc(C)nc23)cc1OC	-3	-1	-6	2	-2	-3	5	-3	-0.3	0
O=C(Cn1nnc(-c2ccncc2)n1)Nc1ccc2c(c1)CCC2	-10	4	-2	-3	-1	-3	5	-2	0.1	-9
O=S(=O)(NC1CCCCC1)c1ccc(N2CCOCC2)nc1	1	0	-16	-1	4	-3	-24	-14	-0.4	-6

Profiles, quoted from the list.
Cc1cnc(C(=O)OCC(=O)N(C(C)C)C(C)C)cn1 as listed: dFosB activator = -2; V-ATPase pHluor = 0; SR-BI DiI inh = -12; NSD2 HMT inh = 0; HTR5A ag ctr = 0; Wnt act = .; HTR5A inv ctr = 0; PvdQ inh = 1; CDK5 inh = -2.8; MITF act = 11
Oc1c(N=NC(=S)Nc2ccccc2F)c2ccccc2n1Cc1cccc(Cl)c1 as listed: dFosB activator = 6; V-ATPase pHluor = -1; SR-BI DiI inh = 13; NSD2 HMT inh = 2; HTR5A ag ctr = 0; Wnt act = -1; HTR5A inv ctr = -4; PvdQ inh = -12; CDK5 inh = -1.2; MITF act = -12
S=c1[nH]nc(Cc2cccs2)n1-c1ccccc1Cl as listed: dFosB activator = -3; V-ATPase pHluor = -1; SR-BI DiI inh = -10; NSD2 HMT inh = 4; HTR5A ag ctr = -4; Wnt act = -1; HTR5A inv ctr = 12; PvdQ inh = 9; CDK5 inh = -1.8; MITF act = -4

Next part.
SMILES	dFosB activator	V-ATPase pHluor	SR-BI DiI inh	NSD2 HMT inh	HTR5A ag ctr	Wnt act	HTR5A inv ctr	PvdQ inh	CDK5 inh	MITF act
COc1ccc(Cn2c(C3CC3)nc3ccc(NC(C)=O)cc3c2=O)cc1	-6	1	6	2	3	.	-12	-9	-2.2	67
CC(=O)c1sc(NCCOc2ccc(C)cc2)nc1C	-2	6	10	-5	-2	12	4	-13	-0.9	28
CCOc1ccc(S(=O)(=O)N2CCCCC2)cc1NC(=O)C1=COCCO1	-11	-1	1	-3	2	0	-11	5	0.8	13
Cc1ccccc1CSCc1nc2ccccc2[nH]1	-1	0	-17	-1	8	.	-10	25	-0.5	14
CCOC(=O)C1CCCN(C2CC(=O)N(c3ccc(C)c(C)c3)C2=O)C1 (centres undefined)	-1	-2	-40	-7	10	0	-28	-9	0.6	3
Cc1c(O)nc(SCC(=O)Nc2cccc(C(F)(F)F)c2)n(-c2ccccc2)c1=O	-2	-2	-9	1	-3	-2	14	8	-0.4	0
O=C(OCC(=O)c1ccc(S(=O)(=O)N2CCCC2)cc1)C1=COCCO1	-10	1	-4	.	-3	-4	7	-13	-0.9	.
CCOC(=O)C1(Cc2ccccc2)CCN(Cc2cc(=O)c3ccccc3[nH]2)CC1	-8	0	-2	-1	0	-1	-1	-1	0.1	2
O=C(CNS(=O)(=O)c1ccc(Cl)cc1)N/N=C/c1ccco1	-9	3	-8	-2	-1	0	-8	-5	0.5	-9
Cc1nc(C)c(C(=O)C2=C(O)C(=O)N(CCCn3ccnc3)C2c2ccccc2)s1 (centres undefined)	-2	3	7	1	-5	.	11	-17	0.8	0
O=C(NCC(=O)N1CCCC1)c1ccccc1F	7	-6	-27	-3	2	-4	-36	-14	0.7	38
C=CCn1c(C)c(C(C)=O)c(N2CCCC2)nc1=S	-19	-4	0	3	0	.	-14	6	-0.5	3
CCc1ccc(-c2nc(CSCC(=O)NCCCN3CCCC3=O)c(C)o2)cc1	6	1	-12	1	-3	.	0	-7	1.5	.
COc1cccc(C2/C(=C(\O)c3ccc4c(c3)OCO4)C(=O)C(=O)N2CCN(C)C)c1OC (centres undefined)	-4	-3	11	-1	5	.	-16	-4	-0.5	-1
Nc1nc(CCl)nc(Nc2ccc3ccccc3c2)n1	-3	1	10	0	13	-1	-35	-14	-0.5	-15
Cc1ccc(S(=O)(=O)N2CCC(C(=O)Nc3nnc(COc4ccccc4)s3)CC2)cc1	-9	1	-11	3	2	.	-12	10	9.1	-2
FC(F)(F)C1=CC(c2ccccc2)=NCCN1	-8	-5	3	0	2	.	6	-11	-0.5	-2
O=C(NC1CCCC1)C(c1ccccc1)N(Cc1ccc(F)cc1)C(=O)c1csnn1 (centres undefined)	-4	-6	.	9	2	-2	-5	9	-0.9	-4
O=S(=O)(NCc1ccco1)c1ccc(S(=O)(=O)N2CCCCC2)cc1	1	0	-9	0	3	-2	7	-6	3.7	5
CCN(CC)C1CCN(C(=O)CCn2nnnc2CN2CCOCC2)C1 (centres undefined)	1	-1	12	21	1	0	-7	-1	0.0	-8
CC(C)(C)C(=O)NC1CCN(CC(=O)Nc2ccc3c(c2)OCO3)CC1	0	-3	16	-8	5	-3	-11	-2	-1.9	3
O=C(NC(Cc1ccccc1)C(=O)O)/C(=C\c1ccc(Cl)cc1)NC(=O)c1ccccc1 (centres undefined)	-5	-1	-13	-5	1	-3	-2	-15	-0.7	6
COc1ccc(C(C)=O)cc1CSc1ccccn1	4	-5	4	-1	-2	4	1	-14	-0.7	.
Cc1cc(NC(=O)c2ccc(S(=O)(=O)N3CCCC3)cc2)nc2c1c(=O)oc1ccccc12	?	2	11	-1	4	.	3	0	0.6	-25
CCO[C@@H]1OC(C(=O)O)=C[C@H](c2ccc3c(c2)OCO3)[C@H]1CCCO	4	1	-29	.	2	-2	-9	-7	1.1	-4
CCNC(=O)N1CCCC(C(=O)c2ccc(-c3ccccc3)cc2)C1 (centres undefined)	-12	-2	-6	6	2	17	-6	-11	0.6	42
Cc1cccc(OCC(=O)O/N=C(\N)Cc2cccs2)c1	-3	4	-26	-5	-4	1	5	7	-1.1	-1
Cn1nc(C(F)(F)F)cc1C(=O)Nc1ccc(Cl)cc1	-1	8	10	10	7	-1	-1	14	-0.8	2
COc1ccc(CC(=O)NCC(c2ccc(OC)cc2)N(C)C)cc1 (centres undefined)	-2	2	-5	1	-1	1	3	-13	1.6	-5

Fetched by compound from above:
SMILES	dFosB activator	V-ATPase pHluor	SR-BI DiI inh	NSD2 HMT inh	HTR5A ag ctr	Wnt act	HTR5A inv ctr	PvdQ inh	CDK5 inh	MITF act
C=C1C[C@@]23CCC4[C@@](C)(CCC[C@@]4(C)C(=O)OC)C2CC[C@]1(OC(C)=O)C3 (some centres undefined)	-4	-4	-35	.	-2	-6	-33	6	-0.9	-10
COc1ccc(CNC(=O)COC(=O)c2ccc(OCc3c(C)noc3C)cc2)cc1OC	2	-2	-40	-1	-1	-3	-4	9	1.7	-1

A second format for part of the listing above:
Each structure is followed by: dFosB activator | V-ATPase pHluor | SR-BI DiI inh | NSD2 HMT inh | HTR5A ag ctr | Wnt act | HTR5A inv ctr | PvdQ inh | CDK5 inh | MITF act
CCN(CC)C1CCN(C(=O)CCn2nnnc2CN2CCOCC2)C1 (centres undefined)
    1 | -1 | 12 | 21 | 1 | 0 | -7 | -1 | 0.0 | -8
CC(C)(C)C(=O)NC1CCN(CC(=O)Nc2ccc3c(c2)OCO3)CC1
    0 | -3 | 16 | -8 | 5 | -3 | -11 | -2 | -1.9 | 3
O=C(NC(Cc1ccccc1)C(=O)O)/C(=C\c1ccc(Cl)cc1)NC(=O)c1ccccc1 (centres undefined)
    -5 | -1 | -13 | -5 | 1 | -3 | -2 | -15 | -0.7 | 6
